# Mcl1 Bid PPI = disrupts binding of human Mcl-1 to Bid peptide | Q07820 | TR-FRET Mcl-1/Bid-Dy647 peptide binding, 1536-well | inhibition, % at 21.7 µM | actives 0.97% (n = 220,000);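 active = compounds that cut the binding signal by more than half at the single screening dose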;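 note: His-tagged Mcl-1 with europium anti-His antibody binding Bid BH3 peptide; 0% = Mcl-1 plus peptide wells and 100% = peptide-only wells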
# Target sequence (Q07820 whole entry, looked up): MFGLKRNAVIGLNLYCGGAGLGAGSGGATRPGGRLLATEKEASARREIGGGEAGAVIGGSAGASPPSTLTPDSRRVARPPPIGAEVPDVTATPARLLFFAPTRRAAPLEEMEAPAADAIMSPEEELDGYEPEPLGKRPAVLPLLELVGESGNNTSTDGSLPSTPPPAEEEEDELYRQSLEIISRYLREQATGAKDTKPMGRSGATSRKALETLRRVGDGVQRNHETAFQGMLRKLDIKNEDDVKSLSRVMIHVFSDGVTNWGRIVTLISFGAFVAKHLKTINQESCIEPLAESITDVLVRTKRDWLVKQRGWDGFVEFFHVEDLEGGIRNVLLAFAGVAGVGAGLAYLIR
# RGS4-Gao reg = modulates binding of RGS4 to human Galphao | Multiplexed bead flow cytometry; actives lie on both sides | binding response (% of control), % at 10 µM | actives 0.33% (n = 220,000); in the data active = binding response below about 49% or above about 150%; inactive = in between;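 note: fluorescent Galphao activated with aluminum fluoride binding bead-coupled RGS4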
# Target sequence (P09471 whole entry, looked up): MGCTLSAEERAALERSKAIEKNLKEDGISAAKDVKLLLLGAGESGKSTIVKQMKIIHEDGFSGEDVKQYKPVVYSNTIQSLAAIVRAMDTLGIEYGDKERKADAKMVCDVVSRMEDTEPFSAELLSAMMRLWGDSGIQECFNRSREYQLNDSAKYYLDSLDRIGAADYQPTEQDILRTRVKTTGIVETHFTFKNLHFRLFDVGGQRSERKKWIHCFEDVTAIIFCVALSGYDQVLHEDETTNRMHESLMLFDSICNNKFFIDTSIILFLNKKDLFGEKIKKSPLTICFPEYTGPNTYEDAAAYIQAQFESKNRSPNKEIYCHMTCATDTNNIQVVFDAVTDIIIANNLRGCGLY
# RGS8-Gao reg = regulators of human RGS8-Galphao interaction | multiplexed bead flow cytometry, RGS8-Galphao binding; actives lie on both sides | P09471 | AID 1423 | actives 0.34% (n = 220,000) | response (percent of control binding), % at 10 µM; in the data active = response below about 60% or above about 140%; inactive = in between;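 note: Galphao activated as the GDP aluminium fluoride complex binding bead-coupled RGS8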
# RGS7-Gao reg = regulators of human RGS7-Galphao interaction. P09471. Multiplexed bead flow cytometry, RGS7-Galphao binding; actives lie on both sides. binding response (% of control), % at 10 µM. actives 0.35% (n = 220,000); in the data active = binding response below about 49% or above about 150%; inconclusive = no clear call, values can overlap the other calls; inactive = in between;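 note: fluorescent Galphao held in activated GDP-AlF4 state binding bead-coupled RGS7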
# An asterisk follows results filed as active; ? = inconclusive; & = joins results of further samples. An excerpt (hit frequency here may not be typical).
# Letter code: A = Mcl1 Bid PPI; B = RGS4-Gao reg; C = RGS8-Gao reg; D = RGS7-Gao reg
N#CC1=C(Nc2ccccc2Cl)SC(c2ccccc2O)NC1=O (stereo not given)
  A = -28.3	B = 93.6	C = 98.2	D = ?

CNC(=O)c1c(C)nn(-c2ccc(F)c(Cl)c2)c1-c1cc(C)on1
  A = 6.0	B = 97.0	C = 99.0	D = ?

CCCCCN1CN(S(=O)(=O)c2cccs2)c2nc3ccccc3nc21
  A = -13.4	B = 102.4	C = 101.8	D = ?

COc1ccc(/C=N/NC(=O)c2cccc(Br)c2)cc1COc1ccccn1
  A = -22.1	B = 101.9	C = 99.8	D = ?

NS(=O)(=O)c1cc(C(=O)N=Nc2c(O)[nH]c3ccccc23)ccc1Cl
  A = -1.1	B = 91.2	C = 99.0	D = ?

O=S(=O)(NCc1c(Cl)cccc1Oc1ccccc1)c1ccccc1
  A = 1.8	B = 99.6	C = 97.0	D = ?

CCOC(=O)Cc1nn(Cc2nc(-c3ccc(C#N)cc3)cs2)c(=O)c2ccccc12
  A = -6.8	B = 102.4	C = 99.0	D = ?

C/C=C/C(=O)Nc1cccc(C2=NOC3(C2)C[C@@H](C(N)=O)N(C(=O)C(c2ccccc2)c2ccccc2)C3)c1 (stereo not given in full)
  A = -27.8	B = 105.3	C = 101.4	D = ?

O=C(CSc1nncc2ccccc12)Nc1cccc(C(=O)O)c1
  A = -20.1	B = 98.6	C = 100.1	D = ?

C/C(=N\NC(=S)Nc1c(C)cccc1C)c1ccc(O)cc1
  A = -250.3	B = 107.2	C = 101.9	D = ?

COC(=O)c1ccccc1N=Nc1c(C)noc1C
  A = -4.0	B = 99.7	C = 98.8	D = ?

Cc1ccc(-n2[nH]c(C)c(C=NCc3ccncc3)c2=O)cc1
  A = -11.7	B = 93.9	C = 97.1	D = ?

CN(NC1OC(=O)c2ccccc21)c1ccc(C(F)(F)F)cc1[N+](=O)[O-] (stereo not given)
  A = 2.1	B = 101.7	C = 101.2	D = ?

CCN(CC)c1ccc(S(=O)(=O)N2CCOCC2)cc1NC(=O)CN1CCN(Cc2ccccc2)CC1
  A = -28.9	B = 103.8	C = 103.4	D = ?

N/C(=N\O)c1ccc(Cl)cc1Cl
  A = -0.1	B = 105.0	C = 100.5	D = ?

O=C(NNC(=O)C12CC3CC(CC(C3)C1)C2)c1ccccn1
  A = -92.1	B = 98.7	C = 98.4	D = ?

CSCC[C@H](NC(=O)OC(C)(C)C)C(=O)N/N=C/c1cccc2nccnc12
  A = -30.5	B = 99.7	C = 102.3	D = ?

CCc1cc(C(=O)O)c(NC(=O)/C=C/c2ccc(OC)cc2)s1
  A = -33.9	B = 105.8	C = 104.1	D = ?

O=C(c1ccc(CSc2nc3ccncc3[nH]2)cc1)N1CCCCCC1
  A = -4.3	B = 96.2	C = 101.6	D = ?

COc1ccc(C(C(=O)NC(C)(C)C)N(C(=O)Cn2nnc3ccccc32)c2cccc(C(C)=O)c2)cc1O (stereo not given)
  A = -72.4	B = 88.3	C = 93.1	D = ?

CCC(=O)Nc1nc2nc(-c3ccccc3)cc(=O)n2[nH]1
  A = -37.1	B = 99.5	C = 102.9	D = ?

C=CCNc1ncnc2sc(SC)nc12
  A = -11.2	B = 98.6	C = 100.2	D = ?

O=C(O)Cc1ccc(N=Nc2c(O)c(C(=O)O)cc3ccccc23)cc1
  A = -2.2	B = 106.7	C = 100.8	D = ?

O=c1c2ccccc2ncn1-c1ccc(Cl)cc1
  A = -3.2&-11.0	B = 97.5&103.7	C = 98.6&105.8	D = ?

O=C(NC(=S)Nc1ccc(S(=O)(=O)Nc2nccs2)cc1)C1CC1
  A = -6.5	B = 107.5	C = 104.0	D = ?

NC(=O)CC(NC(=O)Cc1ccc(Br)cc1)c1ccc(N2CCN(c3ccccc3)CC2)c([N+](=O)[O-])c1 (stereo not given)
  A = -48.2	B = 98.2	C = 101.5	D = ?

CCN(Cc1cc(=O)[nH]c2ccccc12)C(=O)C(C)C
  A = -15.6	B = 98.9	C = 101.3	D = ?

COc1ccccc1Cn1[nH]nnc1=S
  A = -29.8	B = 97.3	C = 97.0	D = ?

CCCOc1ccc(N2C(=O)CC(N(Cc3ccccc3)N=O)C2=O)cc1 (stereo not given)
  A = -2.7	B = 78.5	C = 86.5	D = ?

CC(C)OP(=O)(OC(C)C)C(O)c1cccc([N+](=O)[O-])c1 (stereo not given)
  A = -16.8	B = 104.0	C = 97.7	D = ?

c1ccc2c(c1)Nc1cc3ccccc3cc1S2
  A = -10.2	B = 99.6	C = 100.0	D = ?

COc1cccc(/C=N/NC(=O)c2[nH]nc3c2CCc2ccccc2-3)c1
  A = -4.2	B = 86.7	C = 93.6	D = ?

N#C/C(=C\c1cc2c(cc1Br)OCO2)C(=O)NCC1CCCO1 (stereo not given)
  A = -12.7	B = 102.2	C = 101.7	D = ?

NNC(=S)NCc1ccccc1
  A = -158.1	B = 98.3	C = 97.6	D = ?

C/C(=N\O)c1ccc(Cl)c(Cl)c1
  A = -15.8	B = 103.7	C = 101.8	D = ?

CCCNC(=O)c1ccc2c(=O)n3c(-c4ccc(C)cc4)csc3nc2c1
  A = -2.5	B = 79.2	C = 89.5	D = ?

O=C(C1=NN[C@@H]2C(=O)N(Cc3ccccc3)C(=O)[C@H]12)c1ccc([N+](=O)[O-])cc1
  A = 5.6	B = 103.0	C = 103.2	D = ?

NS(=O)(=O)c1ccc(CNS(=O)(=O)c2cc(Cl)ccc2Cl)cc1
  A = -51.0	B = 103.3	C = 102.2	D = ?

CCOc1cc(/C=N/Nc2nn3cnnc3c3ccccc23)ccc1O
  A = -71.8	B = 105.9	C = 102.2	D = ?

Cc1ccc(C)c2sc(NC(=O)CN3C(=O)CCC3=O)nc12
  A = -9.6	B = 85.5	C = 86.8	D = ?

COc1ccc2[nH]c3c(N4CCc5ccccc5C4)ncnc3c2c1
  A = -1.1	B = 101.4	C = 101.7	D = ?

CC1S/C(=N\N=C\c2cccc([N+](=O)[O-])c2)N(C(C)(C)C)C1=O (stereo not given)
  A = -16.5	B = 101.2	C = 98.8	D = ?

O=C(CCCCCCCCN1C(=O)c2ccccc2C1=O)N1CCOCC1
  A = -2.0	B = 97.0	C = 99.1	D = ?

Cc1ccc(/C=N/n2c(-c3cccnc3)n[nH]c2=S)o1
  A = -50.4	B = 104.7	C = 104.9	D = ?

CC(OC(=O)c1ccc(Cl)c(S(=O)(=O)Nc2ccc(F)cc2)c1)C(=O)NC(N)=O (stereo not given)
  A = 9.9	B = 101.6	C = 102.4	D = ?

CCOC(=O)NC(N(O)c1cccc(Cl)c1)C(Cl)(Cl)Cl (stereo not given)
  A = 23.8	B = 101.8	C = 100.4	D = ?

CN(C)C(=O)CSc1nnc(-c2ccc(F)cc2)c2ccccc12
  A = -5.7	B = 27.9*	C = 50.9*	D = ?

O=C(N/N=C/c1ccccn1)c1cc(-c2ccccc2)nc2ccccc12
  A = -51.2	B = 95.0	C = 95.0	D = ?

C/C=C(\C)C(=O)Nc1cccc(C2=NOC3(C2)C[C@H](C(N)=O)N(C(=O)CC#N)C3)c1 (stereo not given in full)
  A = -20.9	B = 97.2	C = 98.5	D = ?

O=C(CSc1nc2ccccc2o1)N/N=C/c1ccc(C(=O)O)cc1
  A = -15.6	B = 95.5	C = 101.0	D = ?

# Five entries out of the list, arranged by formula weight, lowest first:
# Letter code: A = Mcl1 Bid PPI; B = RGS4-Gao reg; C = RGS8-Gao reg; D = RGS7-Gao reg
NNC(=S)NCc1ccccc1
  A = -158.1	B = 98.3	C = 97.6	D = ?

C/C(=N\O)c1ccc(Cl)c(Cl)c1
  A = -15.8	B = 103.7	C = 101.8	D = ?

O=C(CSc1nc2ccccc2o1)N/N=C/c1ccc(C(=O)O)cc1
  A = -15.6	B = 95.5	C = 101.0	D = ?

N#C/C(=C\c1cc2c(cc1Br)OCO2)C(=O)NCC1CCCO1 (stereo not given)
  A = -12.7	B = 102.2	C = 101.7	D = ?

CC(OC(=O)c1ccc(Cl)c(S(=O)(=O)Nc2ccc(F)cc2)c1)C(=O)NC(N)=O (stereo not given)
  A = 9.9	B = 101.6	C = 102.4	D = ?

# More results follow:
# Letter code: A = Mcl1 Bid PPI; B = RGS4-Gao reg; C = RGS8-Gao reg; D = RGS7-Gao reg
O=C(c1ccoc1)N1CCC2(CC1)Oc1ccc(Cl)cc1C(=O)C21CC(c2ccccc2)=NO1 (stereo not given)
  A = -27.8	B = 75.7	C = 87.8	D = ?

CC(C)C(=O)NC(c1ccc(N(C)C)cc1)c1c(O)ccc2ccccc12 (stereo not given)
  A = -56.0	B = 88.3	C = 94.3	D = ?

CC1CCc2c(C(=O)Nc3ccccn3)csc2C1 (stereo not given)
  A = -8.3	B = 98.8	C = 101.1	D = ?

O=C(OCC(=O)N1CCOCC1)c1cccc(S(=O)(=O)N2CCCc3ccccc32)c1
  A = -14.1	B = 102.1	C = 99.2	D = ?

COc1ccc(C(=O)Nc2ccccc2C(=O)O)cc1NC(=O)C(c1ccccc1)c1ccccc1
  A = 18.1	B = 96.9	C = 97.9	D = ?

CC(C)(C)c1cc(C(=O)NNC(=O)Nc2cccc(Cl)c2)n(Cc2ccccc2)n1
  A = -11.8	B = 98.0	C = 100.2	D = ?

Cc1ccc(S(=O)(=O)Nc2csc(C)c2C(=O)O)cc1
  A = 19.3	B = 107.2	C = 100.7	D = ?

Cc1cc(Cl)ccc1-n1c(-c2cccnc2)n[nH]c1=S
  A = -92.6	B = 103.7	C = 102.1	D = ?

COC(=O)CCN(C(=O)c1ccc(Cl)c([N+](=O)[O-])c1)c1ccccn1
  A = -28.3	B = 99.7	C = 101.2	D = ?

CCN1CCN(Cc2ccc(NC(=O)c3ccc(C)c(NC(=O)c4cccc5[nH]ccc45)c3)cc2C(F)(F)F)CC1
  A = -47.7	B = 106.9	C = 104.0	D = ?

Cc1cc(N2CCN(c3ccc(F)cc3)CC2)n2ncnc2n1
  A = -122.7	B = 99.9	C = 99.8	D = ?

Cc1cccc(NC(=S)N2CCCN(c3ncccc3[N+](=O)[O-])CC2)c1
  A = -32.0	B = 98.6	C = 98.3	D = ?

O=C1N=C(C=c2ccc(=Cc3[nH]c(=O)[nH]c3O)cc2)C(=O)N1
  A = -44.5	B = 96.7	C = 98.4	D = ?

CC(=O)Nc1ccc(S(=O)(=O)NCCCN2CCN(Cc3ccccc3)CC2)cc1Cl
  A = -8.0	B = 96.3	C = 99.9	D = ?

CCCNC(=O)Cn1c(=O)n(C)c2ccccc21
  A = -11.0	B = 88.1	C = 92.7	D = ?

O=C(NCc1ccco1)c1ccc2c(c1)N(Cc1ccc(Cl)cc1)CCS2
  A = -97.7	B = 101.1	C = 104.0	D = ?

Cc1cc(C)n(NC(=S)NC2CCCC2)c(=O)c1C#N
  A = -18.2	B = 96.8	C = 98.9	D = ?

C/C=C(/C)C(=O)Nc1cccc(C2=NOC3(C2)C[C@@H](C(N)=O)N(C(=O)/C=C/CC)C3)c1 (stereo not given in full)
  A = -43.1	B = 101.9	C = 103.5	D = ?

C/C(Cl)=C\C[N+](C)(C)CC(=O)OCCc1ccccc1
  A = -11.9	B = 100.1	C = 99.9	D = ?

Cc1csc2c(N3CCC(C(=O)O)CC3)ncnc12
  A = 4.3	B = 98.8	C = 100.9	D = ?

O=C1NC(=S)N/C1=C\c1ccc(Oc2ccc(C(F)(F)F)cc2[N+](=O)[O-])c(Cl)c1
  A = -44.8	B = 88.6	C = 100.6	D = ?

Cc1csc(NC(=O)COCC(=O)O)c1-c1nc2ccccc2s1
  A = -10.2	B = 110.1	C = 102.8	D = ?

CC(=O)c1ccc(S(=O)(=O)N2Cc3ccccc3CC2C(=O)O)cc1 (stereo not given)
  A = -17.6	B = 104.0	C = 103.7	D = ?

Cc1cccc(NC(=O)C(Cc2ccccc2)n2cccc2)c1 (stereo not given)
  A = -132.1	B = 103.7	C = 101.1	D = ?

COc1cc2c(cc1O)C(Cc1ccc(O)cc1)[N+](C)([O-])CC2 (stereo not given)
  A = -66.1	B = 95.5	C = 100.5	D = ?

CN1C[C@@H]2C(c3ccc(Cl)nc3)C3(c4ccc(C#N)cc4)CC2(C3)[C@H]1c1ccccc1 (stereo not given in full)
  A = -46.4	B = 98.8	C = 97.1	D = ?

Cc1ccc(N(Cc2cc3ccc(C)cc3[nH]c2=O)C(=O)c2ccco2)c(C)c1
  A = 9.8	B = 100.9	C = 99.3	D = ?

Cc1ccc(Cc2c(C)[nH]c(=S)[nH]c2=O)cc1
  A = -92.8	B = 97.9	C = 100.7	D = ?

Cc1cc(C(=O)Cn2nc(C(=O)O)c3ccccc3c2=O)c(C)n1-c1cccc(C(F)(F)F)c1
  A = -29.9	B = 100.2	C = 101.5	D = ?

O=C(O)CCC(=O)Nc1cc(C(F)(F)F)cc(C(F)(F)F)c1
  A = -4.9	B = 89.2	C = 93.6	D = ?

O=c1[nH]c(N2CCCCCC2)nc2ncn(Cc3ccccc3)c12
  A = -46.8	B = 99.5	C = 97.5	D = ?

N/C(=N\OC(=O)c1cc([N+](=O)[O-])ccc1Cl)c1cccnc1
  A = -2.0	B = 98.7	C = 99.8	D = ?

CCOC(=O)C(=CNc1ccc(C(F)(F)F)cc1)C(=O)OCC
  A = -4.3	B = 103.7	C = 98.8	D = ?

O=c1[nH][nH]c2c(N=Cc3ccccc3O)ccc(F)c12
  A = -156.8	B = 79.9	C = 81.5	D = ?

Cc1cccc(CSc2nnc(CCCCCNC(=O)OC(C)(C)C)o2)c1
  A = -29.3	B = 90.8	C = 94.1	D = ?
